GPR55 beta-arrestin: GPR55 agonists via beta-arrestin recruitment, primary screen, imaging, U2OS cells, beta-arrestin-GFP redistribution (AID 1961). U2OS GPR55 beta-arrestin-GFP redistribution imaging; higher % means a stronger effect. one-dose activation, % at 10 µM; EC50 in µM for titrated hits. actives 0.048% (n = 290,000);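 active means activation above 40% with more than 50 cells counted in the well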;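 further: U2OS osteosarcoma cells stably expressing GPR55 and beta-arrestin-GFP; plate controls were DMSO negative control for no effect and LPI positive control for full effect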
TNAP activation fold: stimulation of alkaline phosphatase TNAP activity – biochemical, luminescent, no phosphate acceptor, uHTS, primary screen (AID 1001); purified TNAP, luminescent activation assay, no phosphate acceptor; higher activation fold means a stronger effect; one-dose activation fold at 20 µM; EC50 in µM for titrated hits; actives 0.03% (n = 200,000); in the data active means activation fold from about 3, or a potency from the dose series; inactive means the rest, 99 in 100 with activation fold below about 1.6; further: many of its hits are not listed in these tables
NOD2 inhibition: NOD2 signaling inhibitors, cell-based, luminescence, uHTS, HEK293 (AID 1566); HEK293 NOD2/NF-kB luciferase reporter, luminescence; higher % means a stronger effect; inhibition, % at 4 µM; hits with a dose series show EC50 in µM; actives 0.63% (n = 290,000); further: many of its hits are not listed in these tables
Yfh1-off respiration: enhancers of respiration in Yfh1-depleted yeast, dose response, Friedreich's ataxia, plus single-dose screen (AID 1465); S. cerevisiae Yfh1-off respiration, WST-1 reduction, 72 h; higher fold induction means a stronger effect; fold induction at 50 µM; hits with a dose series show EC50 in µM; actives 0.074% (n = 220,000);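 active means fold induction of absorbance versus untreated yeast above a set limit, then at least 30% activation at any dose in follow-up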;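 further: activators that raise dye reduction in frataxin-depleted yeast; strong numbers were not always called active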
NTR1 agonist: NTR1-driven beta-arrestin-GFP spot formation – imaging, U2OS cells, high content, primary screen (AID 493036); actives 0.17% (n = 330,000); agonist mode; P30989; activation, % at 20 µM;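 active means activation at or above 40% of the spot to cytoplasm intensity ratio, with at least 20 cells analyzed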;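 further: 0% = DMSO without peptide and 100% = 100 nM NTR1 peptide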
Target sequence (P30989 whole entry, looked up): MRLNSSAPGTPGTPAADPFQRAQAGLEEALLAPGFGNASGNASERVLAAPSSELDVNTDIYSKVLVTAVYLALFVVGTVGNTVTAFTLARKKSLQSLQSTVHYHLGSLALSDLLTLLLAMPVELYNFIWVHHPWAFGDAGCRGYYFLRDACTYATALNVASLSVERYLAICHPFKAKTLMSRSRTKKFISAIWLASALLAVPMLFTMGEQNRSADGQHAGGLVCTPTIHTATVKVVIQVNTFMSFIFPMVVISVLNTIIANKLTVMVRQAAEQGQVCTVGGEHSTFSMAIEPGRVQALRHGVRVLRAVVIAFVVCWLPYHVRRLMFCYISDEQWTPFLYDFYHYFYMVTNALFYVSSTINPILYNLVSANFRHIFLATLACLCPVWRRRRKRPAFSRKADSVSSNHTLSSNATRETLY
NOD1 NF-kB reporter: NOD1 signaling inhibitors, primary screen, cell-based, luminescence, uHTS (AID 1578). NOD1-driven NF-kB luciferase reporter cells, luminescence; higher % means a stronger effect. one-dose inhibition, % at 4 µM; EC50 in µM for titrated hits. actives 1% (n = 290,000); in the data active means inhibition mostly above about 36%, no sharp cut-off; inactive means mostly below about 34%;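 further: HEK-293T reporter cells stimulated with the NOD1 agonist gamma-tri-DAP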
KOR beta-arrestin-1: KOR antagonists, beta-arrestin recruitment, cell-based, luminescence, uHTS (AID 1778); KOR beta-arrestin recruitment, luminescence, antagonist mode; higher % means a stronger effect; one-dose inhibition, % at 10 µM; IC50 in µM for titrated hits; actives 0.091% (n = 290,000); further: strong numbers were not always called active
KOR beta-arrestin-2: KOR agonists, beta-arrestin recruitment, primary screen, cell-based, luminescence, uHTS (AID 1777); KOR beta-arrestin recruitment, luminescence; higher % means a stronger effect; activation, % at 10 µM; hits with a dose series show EC50 in µM; actives 0.02% (n = 280,000); in the data active means activation above about 50%, passing the limit was not always enough; further: a part of the inactive calls stands beside numbers as strong as those of hits
ER stress rescue: rescue of cells from ER stress-induced death, primary screen, 384-well, CSM14.1, thapsigargin, ATP luminescence (AID 1222) | CSM14.1 thapsigargin-induced death rescue, ATP luminescence; higher % means a stronger effect | cellular ATP content (survival), % at 20 µM; hits with a dose series show EC50 in µM | 190,000 tested, under 10 active;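 active means EC50 below 50 µM in the dose-response confirmation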;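 further: death triggered by thapsigargin at about 15 µM added after 2 h compound pretreatment; cell ATP read after overnight thapsigargin exposure of roughly 18 to 22 hours; normalized against plate controls of thapsigargin alone and 5% DMSO vehicle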
NTR1 agonist cell count 20 µM: further read-out of NTR1 agonist, marked with its call; cell count; measured here: cell count, cytotoxicity flag
* = called active by the depositor; i = inactive; . = not tested or not shown; [ ] = remark or other dose. Unless noted, no stated cut-off is given here; in the data, active means inhibition above about 50%; inactive means the rest.

compound,GPR55 beta-arrestin,TNAP activation fold,NOD2 inhibition,Yfh1-off respiration,NTR1 agonist,NTR1 agonist cell count 20 µM,NOD1 NF-kB reporter,KOR beta-arrestin-1,KOR beta-arrestin-2,ER stress rescue
Cc1ccc(Cc2cc(-c3ccc(C)cc3)n[nH]c2=O)cc1,0.0%,.,-14%,i,4.0,35,-8%,11%,-0.7%,.
O=C(Nc1cccc(F)c1)NC1CC2CCCC(C1)N2C1CC1 (stereo not drawn),0.8%,1.2,0%,i,-2.0,91,-2%,7%,3.6%,-2.2%
CCNC(=S)NC1CC2CCCC(C1)N2Cc1ccc(C)cc1 (stereo not drawn),-0.1%,.,14%,.,0.5,70,18%,10%,0.4%,.
COc1ccc2[nH]c3c(c2c1)CCn1c-3nc2sc(C(=O)Nc3ccccc3)c(C)c2c1=O,0.1%,1.2,-5%,.,.,.,-42%,38%,-0.4%,-1.6%
O=C(O)c1cccc(Cn2c(Cl)c(/C=N/NC(=O)c3cccc(O)c3)sc2=O)c1,0.2%,.,16%,i,-1.5,63,-9%,1%,0.0%,.
Cc1cc(/C=N/O)c(C)n1-c1cccc(Cl)c1,-0.1%,1,37%,i,1.1,104,0%,24%[20 µM],-3.0%,-1.5%
C=CC[n+]1c(-c2ccccc2)csc1NC(C)(C)C,0.1%,1.1,10%,i,-0.9,50,-22%,-12%,3.2%,.
CCOC(=O)C1CC(C)=C(C)CC1C(=O)O (stereo not drawn),0.3%,.,22%,i,1.4,61,-3%,20%,-2.5%,.
Cn1c(=O)[nH]c(=O)c2c1nc(Br)n2Cc1cccc(Br)c1,-0.3%,.,9%,.,3.0,51,-6%,-31%,-2.9%,.
Cn1c(SCc2n[nH]c(=S)n2-c2ccccc2)nnc1-c1ccccc1,-0.2%,1,-7%,i,0.2,43,-19%,10%,-3.1%,-0.8%
NC(=O)N(CCC(=O)O)c1ccccc1,0.0%,1.1,7%,i,0.1,61,-20%,6%,4.1%,-1.6%
S=C(NCc1ccccn1)Nc1ccccc1,-0.3%,1.1,25%,i,-1.4,80,6%,30%,-0.8%,4.1%
O=C(NC(=S)N1CCCC1)c1ccccc1,0.0%,.,8%,.,0.0,51,-8%,7%,-1.9%,.
COc1ccc(N2C(=NC(C)=O)SC3CS(=O)(=O)CC32)cc1OC (stereo not drawn),0.4%,1.1,-1%,i,-0.4,59,-6%,8%,5.9%,0.0%
CCOc1ccc(N2CC(O)=C(c3ccccc3)C2=N)cc1,-0.3%,1.1,-9%,i,0.1,49,-40%,-10%,-4.4%,-0.7%
CCCc1cc(C(=O)Nc2c(C)n(C)n(-c3ccccc3)c2=O)no1,0.3%,1.1,-2%,i,-0.8,63,17%,-29%,1.1%,-1.0%
COc1cc(C)ccc1OCCOCCOc1ccccc1[N+](=O)[O-],0.4%,1.4,-2%,i,-1.5,59,-28%,-25%,-0.8%,-1.3%
Cc1cn(Cc2ccccc2Cn2cc(C)c(=O)[nH]c2=O)c(=O)[nH]c1=O,-0.1%,.,-6%,i,-1.2,47,-2%,8%,-2.5%,.
CCN(CC(O)CON=C1c2ccccc2-c2ccccc21)S(=O)(=O)c1ccc(C)cc1 (stereo not drawn),-0.5%,0.9,-29%,i,10,50,-23%,-5%,-3.2%,-2.3%
COc1ccc(-c2nnc(SC(C)C(=O)NCc3ccc4c(c3)OCO4)n2Cc2ccco2)cc1 (stereo not drawn),0.2%,1.2,-76%,i,-0.1,39,-22%,-7%,-9.2%,1.0%
N#CCc1ccc(NS(=O)(=O)c2cccs2)cc1,0.4%,1.2,13%,i,1.3,73,19%,11%,-0.2%,1.4%
CC(=O)Oc1ccc(/C=N\NC(=O)c2cc3c(ccc4ccccc43)o2)cc1,0.0%,.,-7%,.,1.3,55,-22%,7%,-3.3%,.
Cc1nnc(NC(=O)C2CCCN(S(=O)(=O)c3ccccc3C(F)(F)F)C2)s1 (stereo not drawn),0.4%,1,5%,i,-1.1,64,6%,-7%,4.1%,0.8%
COc1cc(NC(=O)C2CCCCC2)c(OC)cc1NC(=O)c1ccccc1,-0.2%,.,-1%,.,-0.3,52,21%,-3%,-1.6%,.
O=S(=O)(c1ccc2oc3ccccc3c2c1)N1CCCC1,-0.4%,1,5%,i,2.5,76,17%,9%,1.0%,-3.3%
Cc1nc2c(C#N)c(C)[nH]n2c(=O)c1Cc1ccccc1,-2.3%,1,6%,i,-1.0,69,10%,-8%,4.2%,0.1%
O=C(CC1Sc2ccccc2NC1=O)Nc1ccccc1[N+](=O)[O-] (stereo not drawn),0.1%,1,8%,i,0.8,33,0%,16%,-1.4%,-1.9%
COc1ccc(-n2ncc3c2CC(C)(C)CC3NC(=O)c2ccoc2C)cc1 (stereo not drawn),3.5%,.,12%,.,0.6,60,-8%,19%,2.3%,.
O=C1CNC(=O)N1,-0.1%,.,14%,.,-1.0,67,6%,-18%[20 µM],-5.0%,.
Clc1cccc(Cl)c1Cn1cnc(=NCc2ccco2)c2[nH]cnc21,-0.3%,1,4%,i,0.5,49,-28%,1%,8.7%,-0.1%
CCOC(=O)c1ccc(-c2ccc(/C=N/NC(=O)c3cncc(Br)c3)o2)cc1,-0.1%,.,-61%,i,9.2,42,-14%,-4%,2.1%,.
Cc1cccc(C)c1N(CC(=O)NCc1ccccc1)C(=O)c1csnn1,0.1%,.,-6%,.,-0.8,31,-24%,-23%,3.0%,.
CN(CCc1ccccn1)C(=O)CN(C)S(=O)(=O)c1ccc2c(c1)c(=O)n(C)c(=O)n2C,-0.1%,1.1,1%,i,0.4,47,.,27%,0.0%,-2.0%
CCN(CC)CCNC(=O)Cn1c(-c2ccccn2)nc2ccccc21,0.6%,1,-10%,i,4.0,58,-22%,.,.,-0.1%
CCc1nnc(NC(=O)c2cccc(OC)c2)s1,-0.4%,1.1,-52%,i,-1.4,47,-30%,20%,-4.6%,-5.5%
COc1ccc([N+](=O)[O-])cc1NC(=O)CSCc1ccccc1C,0.2%,1.1,15%,i,2.8,54,-13%,15%,-4.6%,-0.4%
O=C(CSc1nc(-c2ccc(F)cc2)nc2c1Cc1ccccc1O2)Nc1cccc(C(=O)O)c1,-0.4%,1.2,0%,i,.,.,-28%,28%,-1.9%,.
Cc1ccc(N(C)C(=O)c2cc(S(=O)(=O)N3CCc4ccccc43)cn2C)cc1,0.0%,.,1%,.,0.9,48,8%,-21%[20 µM],-4.0%,.
CN(Cc1cn(C)nc1-c1ccc(Oc2ccccc2)cc1)C1CCOC1 (stereo not drawn),0.3%,.,-2%,i,-0.5,65,-9%,28%,-0.4%,.
CN1CCc2c(sc(/N=C/c3cc(C(C)(C)C)ccc3O)c2C#N)C1,0.0%,.,7%,i,7.3,41,-2%,-7%,-1.2%,.
Cc1cccc(NC(=S)NNC(=O)c2ccccc2Br)c1,-0.2%,2.3,-73%,i,-0.5,46,-68%,3%,-0.5%,-2.7%
Cc1ccc(SCC(=O)NC(=O)NCc2ccccc2)c(C)c1,-0.3%,1.1,6%,i,3.2,35,-8%,16%,0.6%,-8.3%
CC(Sc1nc(N)c2c3c(sc2n1)CSC(C)(C)C3)C(=O)Nc1ccccc1 (stereo not drawn),0.7%,1.1,-14%,i,14,54,66%*,-6%,-2.6%,4.1%
Cc1oc(-c2ccccc2F)nc1CSCC(=O)NC1CC1,0.2%,.,3%,.,-1.0,58,-4%,20%,1.8%,.
Oc1ccccc1N1CCN(CC(O)COC2CCCc3ccccc32)CC1 (stereo not drawn),-0.2%,.,13%,.,-0.4,66,3%,11%,-1.9%,.
Cc1nnc(SCSc2nnc(C)s2)s1,-0.1%,1.2,11%,i,-1.8,40,10%,-14%,5.1%,0.2%
Cc1ccc(-c2cc(C(=O)Nc3cccnc3)[nH]n2)c(O)c1C,0.2%,.,-47%,i,3.6,67,-5%,5%,8.8%,.
COCCCNC(=O)CN(c1cc(Cl)cc(Cl)c1)S(C)(=O)=O,0.6%,1.1,0%,i,-0.2,78,-30%,0%,-7.2%,-1.7%
COC(=O)c1cn(Cc2ccccc2C)nn1,-0.5%,1,7%,i,3.4,58,-37%,-3%,-2.0%,-0.6%
COc1ccc(C2=NO[C@@H]3C(=O)N(c4c(C)cccc4C)C(=O)[C@H]23)cc1OC,0.3%,1.1,20%,i,1.4,87,3%,6%,-2.2%,-1.7%

Quoted at random: 3 compounds from above
compound,GPR55 beta-arrestin,TNAP activation fold,NOD2 inhibition,Yfh1-off respiration,NTR1 agonist,NTR1 agonist cell count 20 µM,NOD1 NF-kB reporter,KOR beta-arrestin-1,KOR beta-arrestin-2,ER stress rescue
CN1CCc2c(sc(/N=C/c3cc(C(C)(C)C)ccc3O)c2C#N)C1,0.0%,.,7%,i,7.3,41,-2%,-7%,-1.2%,.
COc1ccc(-n2ncc3c2CC(C)(C)CC3NC(=O)c2ccoc2C)cc1 (stereo not drawn),3.5%,.,12%,.,0.6,60,-8%,19%,2.3%,.
COc1ccc([N+](=O)[O-])cc1NC(=O)CSCc1ccccc1C,0.2%,1.1,15%,i,2.8,54,-13%,15%,-4.6%,-0.4%

(listing goes on)
compound,GPR55 beta-arrestin,TNAP activation fold,NOD2 inhibition,Yfh1-off respiration,NTR1 agonist,NTR1 agonist cell count 20 µM,NOD1 NF-kB reporter,KOR beta-arrestin-1,KOR beta-arrestin-2,ER stress rescue
CC(SCC(=O)NC(C)C1CC2CCC1C2)C(=O)O (stereo not drawn),0.5%,1.1,11%,i,0.3,44,-12%,-63%,7.2%,-0.3%
CC1=C([N+](=O)[O-])C(c2ccc3c(c2)OCO3)N(C)C(=O)N1C (stereo not drawn),-0.1%,.,10%,.,0.7,75,14%,-14%[20 µM],-1.8%,.
O=C(Nc1ccc(Cl)cc1F)c1cccc2ccccc12,-0.4%,.,4%,.,3.3,58,-22%,11%[20 µM],-1.2%,.
CCOC(=O)c1c(C)[nH]c(C)c1C(=O)COC(=O)CCOc1ccccc1OC,-0.1%,1,1%,i,-3.6,98,-6%,2%,3.9%,1.0%
Cc1ccc(N2C(=O)C3C4C=CC(CC4)C3C2=O)cc1Br (stereo not drawn),0.2%,.,-6%,.,0.4,40,-14%,-18%[20 µM],3.8%,.
Cc1cccc(C)c1Nc1nnc(SCC(=O)c2ccc3c(c2)NC(=O)CO3)s1,0.3%,0.9,7%,i,7.3,66,13%,9%,-0.1%,-1.8%
COc1ccccc1N(C1=NCCCS1)S(=O)(=O)c1ccc(C(C)(C)C)cc1,0.7%,1,13%,i,3.4,67,19%,-5%,-2.1%,7.3%
CCc1nnc(NS(=O)(=O)c2ccc(NC(=O)OC)cc2)s1,-0.2%,1.1,14%,i,2.3,80,18%,-5%,6.5%,-1.4%

Only part of the results is shown; the hit share may differ from the screen's.
